# GAA glycogen mod: alters human alpha-glucosidase cleavage of glycogen; Potency, µM (titrated, usually from 76.4 µM), without a hit: top-dose activity change, negative = inhibition, hits mostly inhibitors; P10253; 300,000 compounds, 0.38% hits; recombinant GAA, glycogen substrate, Amplex Red glucose oxidase fluorescence;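 also: potency is read from the fitted curve at half-maximal effect; 0% = full enzyme reaction and -100% = no-enzyme basal signal; the screen sought inhibitors and activators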
#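 Recombinant human enzyme (4 nM); glycogen substrate; 37 C, 40 min, pH 5.0. Readout: coupled glucose oxidase/Amplex Red fluorescence.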
# CBFb RUNX1 block: blocks binding between human CBF-beta and RUNX1 | Q01196+Q13951 | AlphaScreen CBFb-His/RUNX1-biotin binding, biochemical | Potency, µM (series often up to 59.8 µM), without a hit: at the top dose activity, negative = inhibition, usual class: inhibitors | 230,000 tested, under 10 active | AID 1477; also: % of control where 0% means no effect
# Target sequence (Q01196 whole entry, looked up): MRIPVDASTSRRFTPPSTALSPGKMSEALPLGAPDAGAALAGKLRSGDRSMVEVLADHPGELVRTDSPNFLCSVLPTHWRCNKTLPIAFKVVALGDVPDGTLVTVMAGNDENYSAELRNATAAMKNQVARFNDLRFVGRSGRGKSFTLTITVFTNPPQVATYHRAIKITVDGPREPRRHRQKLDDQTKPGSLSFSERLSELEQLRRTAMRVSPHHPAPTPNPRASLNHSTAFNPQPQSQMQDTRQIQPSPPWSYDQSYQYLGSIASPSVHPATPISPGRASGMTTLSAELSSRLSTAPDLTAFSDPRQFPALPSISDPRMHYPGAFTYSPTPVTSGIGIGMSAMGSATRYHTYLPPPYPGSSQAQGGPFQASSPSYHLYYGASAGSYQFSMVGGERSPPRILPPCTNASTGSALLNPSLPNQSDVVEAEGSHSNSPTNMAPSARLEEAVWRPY
# Target sequence (Q13951 whole entry, looked up): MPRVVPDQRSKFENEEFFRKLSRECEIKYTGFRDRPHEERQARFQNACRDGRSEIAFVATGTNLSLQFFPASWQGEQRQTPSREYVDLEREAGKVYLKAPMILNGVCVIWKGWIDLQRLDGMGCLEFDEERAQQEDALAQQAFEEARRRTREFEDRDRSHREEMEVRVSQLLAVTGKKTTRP
#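 CBFb-His/RUNX1-biotin, 30 nM each, preincubated 20 min RT; compound 15 min RT; Ni + streptavidin beads 50 ng each, 90 min RT; AlphaScreen read.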
# Lamin A splicing: changes lamin A minigene splicing in HeLa cells; HeLa LMNA splicing GFP/RFP minigene ratio, 48 h; Potency, µM (doses to about 46.1 µM), inactives show at the top dose ratio change, negative = inhibition, actives largely listed as inhibitors; 200,000 compounds, 0.01% hits; AID 1487; active = well fitted inhibition curve with a large enough effect in the signal ratio, with a control signal flat, not every such curve was filed as active; inconclusive = small, poorly fitted or top-dose-only effect, or effect the other way, or a change in a side signal; the % refers to the signal ratio; also: potency is read from the fitted curve at half-maximal effect; % is scaled to controls: 0 for no effect and ±100 for the full control effect
#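 S3 HeLa cells stably expressing lamin A-EGFP splicing minigene plus DsRed2, 600 cells/well, 48 h compound exposure at 37C. Laser-scanning cytometry; analysed as GFP (500-530 nm)/RFP (575-640 nm) total intensity ratio; 0.5% DMSO vehicle.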
# HTT cytoprotect: Huntington cell model cytoprotection by ATP luminescence; PC12 HTT-Q103 induced, cytoprotection, ATP luminescence, 40 h; Potency, µM (titrated, usually from 56.4 µM), for the others: cytoprotection (ATP increase), usual class: activators; 230,000 compounds, 0.14% hits;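 also: potency is read from the fitted curve at half-maximal effect; % of control where 0% means no effect; nearly all actives have a fitted effect of over 45% in size; toxic huntingtin expression switched on by the ecdysone agonist tebufenozide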
#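 Compounds were screened for protection of PC12 cells against cell death after tebufenozide induction (100 nM final) of mutant Huntingtin exon 1 (Q103) fused to GFP.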
# HTT aggregate: mutant huntingtin aggregation inhibition; PC12 HttQ103-GFP aggregates, Acumen cytometry, 40 h; Potency, µM (top dose mostly 46.1 µM), inactives show top-dose activity change, negative = inhibition, most hits filed as inhibitors; 220,000 compounds, 1.1% hits; AID 1688; also: potency is read from the fitted curve at half-maximal effect; % is scaled to controls: 0 for no effect and ±100 for the full control effect; nearly all actives have a fitted effect of over 60% in size
#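 PC12/HTTQ103-GFP, ecdysone-inducible; teb 100 nM; cpd qHTS titration; GFP aggregates read on laser cytometer, Ex 488/Em 500-530 nm.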
# GAA inh: alpha-glucosidase (human) inhibition. purified human GAA, 4-MU-alpha-glucoside fluorescence. P10253. AID 1466. Potency, µM (titrated, usually from 76.9 µM), for the others: top-dose activity change, negative = inhibition, most hits filed as inhibitors. 200,000 compounds, 0.005% hits;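 also: potency is read from the fitted curve at half-maximal effect; plate controls were uninhibited enzyme wells for no effect and no-enzyme background for full effect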
#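 qHTS format, compound range up to 77 uM. Human lysosomal enzyme at 4 nM, 400 uM 4-MU glucoside substrate, pH 5.0, 20 min room temperature; fluorescence after alkaline stop gives activity normalized to controls.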
# aGlu spleen mod: lysosomal alpha-glucosidase (human) modulation | P10253 | human spleen homogenate, 4-MU-alpha-glucoside fluorescence | Potency, µM (titrated, usually from 79.9 µM), for the others: at the highest dose activity change, negative = inhibition, actives largely listed as inhibitors | 240,000 compounds, 0.006% hits | AID 2112;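 also: potency is read from the fitted curve at half-maximal effect; 0% = enzyme with vehicle and -100% = no enzyme basal signal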
#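 Human spleen homogenate (1 ug) incubated with compounds and 1 mM 4-methylumbelliferyl-alpha-D-glucopyranoside in pH 5.0 citrate/phosphate buffer, 37 C, 40 min. Stopped at pH 10; 4-MU fluorescence (Ex 365/Em 440 nm); AC50 by Hill fit.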
# * marks the source's active call; other numbers are inactive results; ? = inconclusive; / = no result given; [ ] = another dose, or the depositor's remark. Unless noted, calls follow the shape of the dose curve; as a rule, active = well fitted curve in the direction sought with a large enough effect; inconclusive = small, poorly fitted or top-dose-only effect, or another doubt; inactive = no such curve, though single readings can be large; an effect the other way counts as inactive or inconclusive.
SMILES,GAA glycogen mod,CBFb RUNX1 block,Lamin A splicing,HTT cytoprotect,HTT aggregate,GAA inh,aGlu spleen mod
O=C(Nc1nc2ccc(F)cc2s1)c1cccs1,4%,4%,-6%[9.22 µM],-59%[inhibitor],-10%,1%,6%
C=CCOC(=O)CN1C(=O)c2ccccc2C1=O,3%,0%,2%,-2%,-1%,-3%,-5%
O=c1cc(CO)oc(C(Nc2ccccn2)c2cccc(F)c2)c1O (centres undefined),?,5%,?,15%[10 µM],17%,?,3%
Cc1noc(C)c1COC(=O)c1ccc(-c2nc3ccccc3s2)s1,2%,8%,-3%,-11%[10 µM],-13%,9%,-4%
Cc1nnc(C)n1/N=C/c1cccc(Oc2ccccc2)c1,-1%,1%,?,-17%[10 µM],1%,0%,6%
COc1cccc(OCC(O)CN2CCC(Cc3ccccc3)CC2)c1 (centres undefined),6%,7%,2%,-10%,3%,?,-18%
O=C(c1cnccn1)N(c1ccccc1)C1(C(=O)NC2CCCCC2)CCCCC1,3%,3%,-4%,-9%,-6%,-1%,6%
Cc1ccc(N=CC=C2OC(C)(C)C(C)(C)O2)c(C)c1,-9%,-1%,?,/,?,6%,-1%
O=C1CC(c2cccs2)c2cc3c(cc2N1)OCCO3 (centres undefined),-2%,3%,-17%,34%[10 µM],-7%,-12%,-4%
COc1ccc(Oc2cc(C)nc(Cl)n2)nn1,-4%,0%,-7%[9.22 µM],-11%,?,3%,0%
CCC(=O)c1cc(F)c(N2CCN(C(=O)c3ccco3)CC2)cc1C,-4%,7%,-14%,13%,-1%,-2%,2%
CSc1ccc(CN(C)CC(=O)NCc2ccc(F)cc2)cc1,-3%,12%,?,4%,-6%,3%,-15%
S=C(Nc1ccc(Oc2ccccc2)cc1)N1CCN(c2ccccn2)CC1,-21%,-6%,?,0%[10 µM],?,3%,-3%
Cc1nnc(NC(=O)C2CCCCC2)s1,0%,4%,-9%,11%,11%,-9%,-2%
Cc1ccc2nc(CSc3nc(C)cc(C)c3C#N)[nH]c2c1,?,4%,13%,-82%[inhibitor],22%,-1%,11%
CC1CC(=O)N(c2ccc(NCc3ccccc3Cl)c([N+](=O)[O-])c2)C1=O (centres undefined),17%,-2%,?,5%[10 µM],-5%,-7%,-2%
CC(C)NC(=O)c1ccc(C(C)C)cc1,5%,4%,9%[46 µM],12%[10 µM],-15%[9.22 µM],-10%[15.4 µM],7%
Cc1c2cccn2cc[n+]1C,3%,3%,3%,-10%[0.074 µM],3%,?,?
Cc1ccc(OCC(O)CN2CCN(CC(O)COc3ccc(C)cc3Cl)CC2)c(Cl)c1 (centres undefined),-5%,-1%,9%,-7%[10 µM],-7%,0%,-3%
COc1ccc(C(=O)Oc2cc3c4c(c2)C(C)=CC(C)(C)N4C(=O)C3=O)cc1OC,4%,-19%,-12%,-60%[inhibitor][10 µM],-23%,0%,-14%
Cc1cc(C)n(CC(=O)N2c3ccccc3Sc3ccccc32)n1,1%,-4%,10%,-34%[10 µM],3%,-3%,4%
O=C(Nc1ccc(Cl)cc1)Nc1ccccc1CC[N+](=O)[O-],-4%,21%,3%[46 µM],-15%,4%,2%,2%
O=C(CN1CCN(Cc2ccccc2)CC1)NC(c1ccccc1)c1ccccc1,2%,-4%,/,-7%[10 µM],-22%[9.22 µM],/,-2%
CCOCCCNC(=O)c1ccc2c(c1)N(Cc1ccccc1)C(=O)CS2=O (centres undefined),2%,12%,-8%,8%[10 µM],-7%,-4%,-11%
O=C(c1ccc(Cl)nc1)N1CCN(C/C=C/c2ccccc2)CC1,-4%,-3%,/,-29%,-17%,-5%,/
O=C(c1ccc2c(=O)n(Cc3ccc4c(c3)OCO4)c(=S)[nH]c2c1)N1CCCCC1,6%,-3%,0%,-8%,6%,-6%,0%
CCN(CC)CCn1c(=N)n(CC(O)c2ccco2)c2ccccc21 (centres undefined),0%,?,-7%,/,-6%,0%,1%
O=C(Nc1nc2c(F)cc(F)cc2s1)C1COc2ccccc2O1 (centres undefined),-7%,6%,/,-25%[10 µM],-21%[9.22 µM],/,1%
Cc1cc(C)c(NC(=O)c2ccc(CN3CCc4ccccc4C3)cc2)c(C)c1,-3%,3%,?,-21%,?,-4%,1%
Cc1oc(-c2ccccc2F)nc1CSCC(=O)NCc1ccc2c(c1)OCO2,-5%,-1%,11%,-10%,-9%,-8%,-14%
CCC(C)(C)NC(=O)CC(c1ccc(OC)cc1)n1cccc1 (centres undefined),2%,0%,?,-6%,10%,-5%,-6%
COCC(C)n1c(SCC(=O)NNC(=O)c2ccc(F)cc2)nc2ccccc2c1=O (centres undefined),5%,10%,-12%,31%[10 µM],6%,-3%,1%
CN(CC(=O)Nc1ccccc1Oc1ccccc1)Cc1ccccc1F,-14%,?,4%,-10%[10 µM],-5%,7%,-2%
CCOC(=O)C1=C(C)Nc2nc(SCC)nn2C1c1ccc(OC)cc1 (centres undefined),7%,-5%,-7%,11%,14%,-2%,6%
COc1ccc(CN2CCN(c3ncccn3)CC2)c(OC)c1,6%,5%,7%,9%[10 µM],-15%,-3%,4%
CC1CCN(C(=S)Nc2ccc(SC(F)F)cc2)CC1,-1%,5%,?,3%[10 µM],-15%,0%,5%
CN(C)Cc1ccccc1C1(O)c2ccccc2CSc2ccccc21 (centres undefined),-6%,3%,?,-4%,?,-12%,-2%
Cc1ccc(C)c(N2CCN(C(=O)c3cc4ccccn4n3)CC2)c1,0%,1%,?,-4%,11%,0%,-4%
CCOC(=O)C(NC(=O)CC)(Nc1sc(C)c(CC)c1C#N)C(F)(F)F (centres undefined),-3%,5%,-8%,8%[10 µM],19%,-1%,2%
O=C(NNC1CC(=O)N(c2ccc(Cl)cc2)C1=O)c1ccccc1Cl (centres undefined),-13%,4%,14%[46 µM],/,/,3%,-7%

# One compound at a time (already shown). Screens in order: GAA glycogen mod, CBFb RUNX1 block, Lamin A splicing, HTT cytoprotect, HTT aggregate, GAA inh, aGlu spleen mod
# Shown for `Cc1c2cccn2cc[n+]1C` → 3%, 3%, 3%, -10%[0.074 µM], 3%, ?, ?
# Shown for `Cc1noc(C)c1COC(=O)c1ccc(-c2nc3ccccc3s2)s1` → 2%, 8%, -3%, -11%[10 µM], -13%, 9%, -4%

# Gathered by group: the compounds so far with a furan ring, fused or not (two)
SMILES,GAA glycogen mod,CBFb RUNX1 block,Lamin A splicing,HTT cytoprotect,HTT aggregate,GAA inh,aGlu spleen mod
CCC(=O)c1cc(F)c(N2CCN(C(=O)c3ccco3)CC2)cc1C,-4%,7%,-14%,13%,-1%,-2%,2%
CCN(CC)CCn1c(=N)n(CC(O)c2ccco2)c2ccccc21 (centres undefined),0%,?,-7%,/,-6%,0%,1%

# Individual results from the list.
# GAA inh, Cc1ccc(OCC(O)CN2CCN(CC(O)COc3ccc(C)cc3Cl)CC2)c(Cl)c1 (centres undefined) : 0%
# HTT aggregate, Cc1c2cccn2cc[n+]1C : 3%
# GAA inh, O=C(c1ccc2c(=O)n(Cc3ccc4c(c3)OCO4)c(=S)[nH]c2c1)N1CCCCC1 : -6%

# The results go on:
SMILES,GAA glycogen mod,CBFb RUNX1 block,Lamin A splicing,HTT cytoprotect,HTT aggregate,GAA inh,aGlu spleen mod
CC(=O)OC1COC(N2CCc3ccccc32)C(OC(C)=O)C1OC(C)=O (centres undefined),?,-10%,-8%,35%[1.9 µM],13%,0%,-16%
Clc1cccc(NCc2cn3cccnc3n2)c1,10%,-8%,/,-40%[inhibitor],11%,4%,1%
CCn1cc(CCC(=O)O)c(C)n1,2%,29%,14%[46 µM],-44%[inhibitor],-5%,8%,-2%
O=C1NN(c2ccc(F)cc2)C(=O)/C1=C/c1cccs1,?,3%,?,-7%[10 µM],-9%[9.22 µM],/,1%
CCn1c(SCC(=O)Nc2cc(C)on2)nnc1-c1c[nH]c2ccccc12,6%,6%,/,-5%[10 µM],5%[9.22 µM],/,13%
Cn1c(/C=N/NC(=O)c2ccccc2)nc2ccccc21,6%,-6%,?,-8%,?,2%,-15%
CC(=O)NCCc1nc2ccccc2n1CCc1ccccc1,-4%,0%,/,6%[10 µM],-9%[9.22 µM],-1%,-4%
O=C(CCC(=O)OCC(F)(F)C(F)F)Nc1ccccc1F,2%,2%,/,-15%,8%,-1%,7%
O=c1c([N+](=O)[O-])cc(C(F)(F)F)cn1Cc1cccc(Cl)c1,-38%,-3%,7%,-21%,15%,-1%,1%
NC(=S)NNC(=O)c1cc(C(F)(F)F)cc(C(F)(F)F)c1,?,7%,/,14%[10 µM],13%[9.22 µM],/,9%
O=C(CCCCCN1C(=O)c2ccccc2C1=O)Nc1nccs1,0%,7%,4%,9%,-16%,5%,-9%
CC(C)CCNC(=O)CSc1nc2ccsc2c(=O)n1NC(=O)c1ccccc1,1%,-2%,-1%,3%,20%,2%,1%
Cc1ccc(N(CC(=O)NCc2cccs2)S(=O)(=O)c2cccs2)cc1,-3%,-14%,14%,-12%,1%,-11%,4%
Cc1cc(C)c(C#N)c(N)n1,8%,4%,/,-21%,4%,0%,2%
CN(/N=C/C=C/c1ccccc1)c1cc(=O)n(C)c(=O)[nH]1,9%,10%,-1%,-18%[1.9 µM],-9%,-6%,-7%
CCN1CCC(C(N)=O)CC1,?,-1%,8%,4%[10 µM],-4%,-4%,12%
Cc1cccc(NC(=S)N/N=C/c2ccc3c(c2)OCO3)c1,-6%,9%,?,/,-7%,0%,1%
CC(=O)c1sc(NC(=O)C2(F)C(F)(F)C(F)(F)C(F)(F)C(F)(F)C2(F)F)nc1C,-2%,11%,?,-5%[0.074 µM],1.4µM*,-18%,4%
C=CCC(=O)N1CCCC(CCC(=O)NCc2ccccc2F)C1 (centres undefined),-1%,5%,/,14%[10 µM],5%[9.22 µM],-9%,-1%
O=c1c2ccccc2nc(N/N=C/c2ccc(O)cc2)n1O,-22%,6%,-8%,-10%[10 µM],9%,0%,-4%
COc1cccc(C(=O)NCC(=O)OCC(=O)C(C)(C)C)c1,-1%,-3%,-9%,5%[10 µM],21%,5%,4%
COc1ccccc1CNc1ccnc(-c2cccc(C#N)c2)n1,/,/,13%,?,/,/,6%
COc1cc2cc(CN(Cc3nnnn3Cc3ccccc3)CC3CCCO3)c(=O)[nH]c2cc1OC (centres undefined),4%,4%,5%,-17%[10 µM],28%,?,13%

# Shown as a hit in HTT aggregate, of those listed so far:
SMILES	GAA glycogen mod	CBFb RUNX1 block	Lamin A splicing	HTT aggregate	aGlu spleen mod
CC(=O)c1sc(NC(=O)C2(F)C(F)(F)C(F)(F)C(F)(F)C(F)(F)C2(F)F)nc1C	-2%	11%	?	1.4µM*	4%
